Screens deposited in PubChem BioAssay by several laboratories.
MC4R ag barr: agonists of human melanocortin 4 receptor (MC4R) beta-arrestin. AID 540308. 360,000 compounds, 0.98% hits. activation, % at 8.9 µM. P32245. U2OS MC4R beta-arrestin complementation, luminescence; percent of melanotan II response, DMSO zero;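 active means activation above a per-plate cutoff, the mean activation of sample wells on that plate plus 3 SD, cut at about 8% in these data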
Target sequence (P32245 whole entry, looked up): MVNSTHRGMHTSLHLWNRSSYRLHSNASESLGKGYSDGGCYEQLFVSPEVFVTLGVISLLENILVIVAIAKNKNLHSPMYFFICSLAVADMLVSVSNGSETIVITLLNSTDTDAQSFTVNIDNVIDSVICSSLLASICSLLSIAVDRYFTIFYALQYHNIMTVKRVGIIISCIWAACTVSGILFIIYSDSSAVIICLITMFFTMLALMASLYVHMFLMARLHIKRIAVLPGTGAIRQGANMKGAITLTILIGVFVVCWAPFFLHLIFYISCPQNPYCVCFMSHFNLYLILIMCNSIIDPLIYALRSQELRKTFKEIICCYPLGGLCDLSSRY
Glyco luc inh: blocks N-linked glycosylation in D54 reporter cells; D54 ERlucT glycosylation luciferase reporter, 24 h; percent of 100 nM tunicamycin response; 360,000 compounds, 0.23% hits; reporter increase, % at 12.5 µM;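 active means mean luciferase reporter signal, scaled so untreated is 0 and the glycosylation-blocking control 100, at or above a set limit in every replicate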;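 further: luciferase carries N-glycosylation sites so blocking glycosylation raises the light; 0% = median of neutral control wells and 100% = median of 100 nM tunicamycin wells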
ABHD5 PLIN5 PPI: inhibitors of human ABHD5-perilipin-5 interaction; 360,000 compounds, 0.78% hits; inhibition, % at 4 µM; Q00G26+Q8WTS1; Split G. princeps luciferase complementation, luminescence, 4 h;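 active means inhibition above the mean inhibition across every tested compound plus 3 SD, cut at about 22% in these data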;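 further: 0% = DMSO only wells and the 100% control is not disclosed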
m5-HT2A agonist: mouse HTR2A agonism via beta-arrestin recruitment | AID 624169 | CHO-K1 mHTR2A beta-arrestin complementation, luminescence; percent of 30 µM serotonin response | P35363 | 360,000 compounds, 0.66% hits | activation, % at 7.6 µM;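 active means activation above a run cutoff, the mean activation of all tested compounds plus 3 SD, cut at about 14% in these data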;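 further: 0% = plate median of compound wells and 100% = 30 µM serotonin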
Target sequence (P35363 whole entry, looked up): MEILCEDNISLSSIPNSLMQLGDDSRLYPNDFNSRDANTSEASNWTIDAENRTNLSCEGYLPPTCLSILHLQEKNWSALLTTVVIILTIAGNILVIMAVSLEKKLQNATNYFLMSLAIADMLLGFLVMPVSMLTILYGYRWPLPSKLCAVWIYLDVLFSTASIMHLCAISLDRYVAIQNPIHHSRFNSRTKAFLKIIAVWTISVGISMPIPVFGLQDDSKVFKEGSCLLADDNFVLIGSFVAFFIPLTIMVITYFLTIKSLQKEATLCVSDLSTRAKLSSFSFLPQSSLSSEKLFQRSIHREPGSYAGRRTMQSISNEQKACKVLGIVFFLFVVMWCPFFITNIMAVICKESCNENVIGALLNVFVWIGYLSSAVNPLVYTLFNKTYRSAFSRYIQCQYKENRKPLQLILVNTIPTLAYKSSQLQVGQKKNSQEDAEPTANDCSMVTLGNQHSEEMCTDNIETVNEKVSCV
MC4R antagonist: human MC4R antagonism in cAMP assay; AID 540295; MC4R-expressing cells, MTII-stimulated cAMP, LANCE TR-FRET; P32245; 360,000 compounds, 0.48% hits; inhibition, % at 6.5 µM;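 active means inhibition above its plate's cutoff, the mean of tested wells on that plate plus 3 SD, cut at about 29% in these data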;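 further: 0% = Melanotan II alone and 100% = Melanotan II plus saturating MCL0020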
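Assay system: U2OS cells stably expressing human melanocortin 4 receptor (MC4R) / Dosing: 6.5 µM / Timing: compound 30 min, challenge 1 h, detection 1 h / Measured by: Eu-cAMP/anti-cAMP TR-FRET, emission 671 nm / Replicates: singlicate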
CaV13 FRET inh: Primary screen for inhibitors of IQ motif and Ca2+-dependent inactivation inhibitor domain binding in CACNA1D, Förster resonance energy transfer in living cells, …; HEK cells, CFP/YFP FRET ICDI-IQ, plate reader, 10 min; percent FRET-ratio fall versus neutral wells; inhibition, % at 12.3 µM; 340,000 compounds, 0.098% hits;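 active means mean replicate inhibition of at least 30% and at least 1% of replicates passing that level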;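 further: 0% = median of the neutral control wells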
ABCB6 inh 2: human ABCB6 transporter inhibition; Q9NP58; K562-ABCB6 porphyrin accumulation, flow cytometry, 1 h; hits give low values; fluorescence ratio to DMSO, % at 10 µM; 360,000 compounds, 0.19% hits; AID 602162;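 active means fluorescence ratio to DMSO below 75%, the collection mean minus 3 SD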;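 further: signal is porphyrin accumulated inside mitochondria; 100% equals median channel fluorescence of DMSO control wells; lower ratio means ABCB6 inhibition with less porphyrin fluorescence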
Granule exo inh: lytic granule exocytosis inhibition. inhibition, % at 10 µM. 360,000 compounds, 0.66% hits. TALL-104 LAMP-1 surface exposure, flow cytometry; cells stimulated with thapsigargin and PMA;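 active means inhibition above about 55%, limit read from the data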
Cardio protect: myocardial damage modulation in H9c2 cells; H9c2 cardiomyocytes, H2O2 injury protection, ATPLite, 2 h; protection from H2O2 cell death, % at 20 µM; 360,000 compounds, 0.63% hits;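 active means compounds giving at least 50% protection of heart cells from peroxide-induced death in the single-dose screen, raw or plate-pattern-corrected value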;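 further: 0% = DMSO wells with peroxide and 100% = DMSO wells without peroxide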
PDI turbidity: blocks human protein disulfide isomerase activity | inhibition, % at 10 µM | 350,000 compounds, 0.052% hits | PDI insulin aggregation turbidity, A650, 90 min;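 active means mean inhibition across replicates of 30% or more, whatever share of single replicates reach that level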;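 further: absorbance from insulin aggregation driven by PDI reduction with DTT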
* = called active by the depositor; . = not tested or not shown.

SMILES	MC4R ag barr	Glyco luc inh	ABHD5 PLIN5 PPI	m5-HT2A agonist	MC4R antagonist	CaV13 FRET inh	ABCB6 inh 2	Granule exo inh	Cardio protect	PDI turbidity
Cc1cccc(C(=O)Nc2ncc(CN3CCOCC3)s2)c1	0.1	1.3	-0.3	-5.3	8.0	-8.3	102.0	-1.0	-6.4	1.9
CCOc1cccc(/C=C/c2ccc3cccc(O)c3n2)c1OC	-6.0	6.8	-9.8	-18.3	-4.7	-19.2	79.0	4.7	23.6	-0.7
Cc1onc(-c2c(F)cccc2Cl)c1C(=O)N1CCCCC1	-2.0	0.5	0.8	3.1	1.8	-5.8	96.0	3.1	-1.3	9.8
Cc1ccc(C)c(CN2CCC(CNC(=O)Nc3cccc(Cl)c3C)CC2)c1	3.4	-4.8	4.3	-4.7	5.2	-5.0	95.0	40.9	3.9	2.4
N#C/C(=C\c1ccccc1)C(=O)Nc1nncs1	0.4	0.1	3.0	1.1	2.2	9.4	101.0	-1.5	-3.3	-1.6
O=C(CN1CCOCC1)Nc1ccc2c(c1)OCCO2	-1.4	-0.4	-3.7	-0.3	9.9	-10.9	101.0	-5.5	-2.0	1.5
COc1ccc(Br)cc1C(=O)Nc1cc(C)cc(C)c1	2.4	-2.5	-7.8	-4.0	-6.0	.	92.0	-2.9	-5.1	-4.8
Cc1ccc(C(C(=O)NCc2ccccc2)N(C(=O)c2ccccn2)c2ccccc2)o1 (centres undefined)	-0.2	-1.4	1.0	-2.7	3.4	-7.5	99.0	5.3	23.6	-44.1
O=C(NCc1ccco1)c1ccccc1Br	-1.0	1.4	-2.0	2.7	-4.2	-4.3	88.0	-1.0	4.0	-0.6
Cc1ccc(C(=O)CSc2nccn2-c2ccccc2)cc1	-0.5	0.2	-2.7	1.7	6.2	.	106.0	-4.4	-2.7	-3.2
CCCCN(C)S(=O)(=O)c1ccc(C(=O)Nc2nnc(CSC)o2)cc1	-0.2	1.0	-8.8	0.3	-2.0	0.0	94.0	3.0	26.9	-5.5
CC(Nc1nc(N2CCOCC2)nc2ccccc12)c1ccccc1 (centres undefined)	1.8	-1.1	6.0	-2.1	28.3	-1.3	103.0	8.4	1.5	-2.2

Single entries from above.
In Granule exo inh, O=C(NCc1ccco1)c1ccccc1Br is listed with -1.0
In PDI turbidity, COc1ccc(Br)cc1C(=O)Nc1cc(C)cc(C)c1 is listed with -4.8
In MC4R ag barr, O=C(CN1CCOCC1)Nc1ccc2c(c1)OCCO2 is listed with -1.4

The main list resumes; the two compounds before the break are reprinted first.
SMILES	MC4R ag barr	Glyco luc inh	ABHD5 PLIN5 PPI	m5-HT2A agonist	MC4R antagonist	CaV13 FRET inh	ABCB6 inh 2	Granule exo inh	Cardio protect	PDI turbidity
CCCCN(C)S(=O)(=O)c1ccc(C(=O)Nc2nnc(CSC)o2)cc1	-0.2	1.0	-8.8	0.3	-2.0	0.0	94.0	3.0	26.9	-5.5
CC(Nc1nc(N2CCOCC2)nc2ccccc12)c1ccccc1 (centres undefined)	1.8	-1.1	6.0	-2.1	28.3	-1.3	103.0	8.4	1.5	-2.2
CC(C)CC1NC(=O)c2cccnc2-n2c1nc1cc(F)ccc1c2=O (centres undefined)	-1.4	0.1	1.0	-3.2	6.5	-3.6	96.0	4.2	5.6	-6.7
CSc1ccc(Cn2c(C)c(C(=O)NCc3ccc(Cl)c(Cl)c3)sc2=O)cc1	2.6	-5.5	5.4	-2.7	12.1	5.7	103.0	6.0	-3.7	16.1
NC(=O)c1ccc(NC(=O)CNc2cc(S(=O)(=O)N3CCOCC3)ccc2N2CCCC2)cc1	-2.2	-0.4	-0.6	5.8	-0.7	-1.8	95.0	-0.5	8.1	6.7
CCCC(C(=O)NCc1ccco1)N(C(=O)CNS(=O)(=O)c1ccc(Cl)cc1)C1CCCC1 (centres undefined)	2.4	-3.8	-1.3	-1.4	13.4	-6.7	101.0	1.4	-2.9	7.0
COc1ccccc1CNc1nc(C)c(C(=O)N(C)C)s1	-0.7	1.0	3.2	-0.6	9.3	-2.2	97.0	10.9	-3.7	1.8
CC(C)[C@H](NC(N)=O)C(=O)Nc1ccc(Oc2ccccc2)cc1	0.8	0.1	-0.8	-1.7	-7.4	3.1	97.0	-1.6	-5.1	6.5
CSC1=NSC2=NC(=O)/C(=C/c3coc4ccc(O)cc4c3=O)C(=N)N12	-2.0	2.8	5.0	-2.5	24.6	126.3*	303.0	-4.2	7.3	2.6
COc1ccccc1CNC(=O)COc1cccc(-n2cnnn2)c1	-2.3	1.5	0.2	-4.5	0.2	-3.4	96.0	-2.0	-3.4	11.3
O=C(Cn1ncn2c(cc3sccc32)c1=O)NC1CCCC1	-2.1	1.9	3.2	-2.8	10.8	-13.5	100.0	-6.9	2.3	-0.8
Cc1c(Cc2ccccc2)c(=O)oc2c(O)c(O)ccc12	0.5	1.6	-0.6	-3.6	3.3	-4.8	104.0	-2.2	10.2	-1.0
COc1ccc2sc(-c3ccccc3OC)c(-c3ccc(OCCN4CCOCC4)cc3)c2c1	0.6	-0.7	-5.0	-1.0	4.5	.	103.0	1.9	-9.3	-6.7
O=C(O)CNS(=O)(=O)c1cccc(Cl)c1	-0.1	-0.6	-4.5	1.6	15.6	-5.1	94.0	-7.4	1.2	3.1
COc1ccc(C(=O)Nc2ccc(NC(C)=O)cc2)cc1S(=O)(=O)N1CCCC1	-0.4	-0.9	-0.8	0.2	0.5	-2.0	94.0	1.7	1.5	-0.1
Cc1ccc(/C=C/C(=O)NC(=S)N2CCN(C)CC2)cc1	0.7	0.6	-3.1	-3.6	9.4	-2.9	96.0	4.3	-4.8	-3.3
O=C(NC1CCCCC1)C(c1ccco1)N(C(=O)c1csnn1)c1cccc(F)c1 (centres undefined)	-1.0	0.7	0.6	0.2	7.2	-2.7	110.0	-11.5	-1.4	-9.5
Cc1cccnc1NC(=O)c1ccc(S(=O)(=O)NCc2ccco2)cc1	-3.6	-1.0	-4.7	-5.9	10.9	-5.7	98.0	4.7	-1.3	1.2
C=CCNC(=O)C1CC(=O)N(c2ccc(OCC(=O)Nc3ccc(Cl)cc3)cc2)C1 (centres undefined)	-2.5	-1.4	1.0	5.4	7.5	-5.5	99.0	-0.4	-0.6	3.1
CC(C)(C)OC(=O)N1CCC[C@H]1C(=O)Nc1ccc(Br)cc1	-0.5	-1.4	-1.2	-4.6	18.1	-3.4	100.0	9.5	0.5	-1.0
NC(=O)c1ccsc1NC(=O)CCS(=O)(=O)c1ccccc1	0.5	-8.3	5.5	3.3	26.5	-6.5	94.0	-4.0	-9.7	1.2
CCN(Cc1cccs1)C(=O)c1cccc(S(=O)(=O)N2CCN(C)CC2)c1	0.3	0.5	-6.8	-2.7	4.8	-4.7	100.0	-14.4	0.1	-0.2
O=C(Cn1c(C(=O)N2CCN(C3CCCC3)CC2)cc2sccc21)c1ccccc1	-1.2	-6.2	6.8	-9.3	3.3	-6.4	96.0	3.2	-0.1	1.4
CCN1CCN(c2ccc(S(=O)(=O)N3CCOCC3)cc2NC(=O)/C=C/c2ccc(C)cc2)CC1	-1.5	-4.1	-5.0	-8.6	12.1	-0.7	103.0	9.2	6.9	11.3
C=CCN1C(=O)c2ccc(C(=O)N3CCN(S(=O)(=O)c4ccc(C(C)C)cc4)CC3)cc2C1=O	-0.9	-0.3	-5.0	-4.0	5.7	-6.5	96.0	-4.9	-4.6	2.2
CN1CCN(CCC(=O)N/N=C/c2ccccc2F)CC1	-3.2	1.4	-6.2	-0.4	-2.2	-4.9	101.0	-3.7	7.3	-2.9
COc1ccc(CN(C)C(=O)c2cccc(S(=O)(=O)NCc3ccccc3)c2)cc1F	1.5	0.0	11.2	-0.3	8.0	-15.4	103.0	-5.7	-3.5	5.4
COc1ccc(CCNS(=O)(=O)c2c(N)n(C)c(=O)n(C)c2=O)cc1OC	-1.3	-0.3	0.9	-1.1	6.9	4.5	103.0	-8.7	5.2	-4.5
Cc1cc(Cl)c2oc(C(=O)N(C)CC3CCOCC3)c(C)c2c1	-0.7	2.4	3.1	3.4	0.5	-2.2	101.0	10.5	10.4	-0.7
Cc1ccc(C(=O)N/C(=C\c2ccc(F)cc2)C(=O)NCCCn2ccnc2)cc1	2.4	4.6	3.6	8.3	-3.6	-7.3	90.0	-4.0	4.0	-7.2
Cn1c(=O)c([N+](=O)[O-])c(NCc2ccc3c(c2)OCO3)c2ccccc21	-0.1	-2.6	-3.5	-4.3	-10.6	-5.0	97.0	-0.3	5.2	7.2
COc1cc(C2C(C(=O)c3cc4ccccc4o3)=C(O)C(=O)N2CCN2CCOCC2)ccc1OCCC(C)C (centres undefined)	-2.0	-0.8	-7.6	-5.9	12.7	-11.2	94.0	1.6	-5.5	7.4
CCOC(=O)N1CCN(C(C(=O)NC2CCCC2)c2ccco2)CC1 (centres undefined)	.	.	-6.1	14.2	.	-9.7	.	2.3	.	.
CCCCCC(O)CCC(=O)NNC1=CC(=O)CC(C)(C)C1 (centres undefined)	-1.9	-1.1	-0.8	-0.6	-5.3	-6.2	91.0	-2.3	4.1	8.7
CCCCCCCCN1[C@@H](CC(=O)OCC)c2ccc(C(F)(F)F)cc2S1(=O)=O	-0.4	-7.9	1.2	-1.1	4.4	-5.7	102.0	-9.9	-20.4	1.1
COc1ccc(CC(=O)N2CCN(c3ccc(F)cc3)CC2)cc1	-1.8	-0.2	0.2	-0.9	0.6	-20.0	102.0	-2.1	5.6	-6.1
CN(C)C(CNC(=O)c1cccc(OC(F)F)c1)c1ccco1 (centres undefined)	-0.6	2.3	3.6	-1.8	8.7	-4.8	101.0	-3.3	4.0	4.8
CS(=O)c1ccccc1O (centres undefined)	-0.3	6.4	3.2	0.4	4.9	-2.2	102.0	-2.4	0.0	1.0
COCCn1c(C)cc(C(=O)CN2C(=O)NC3(CCCCCCC3)C2=O)c1C	-1.9	-5.8	-0.8	0.7	11.5	-9.0	103.0	0.5	-2.2	1.7
O=C(Cc1ccc(S(=O)(=O)N2CCOCC2)s1)N1CCN(S(=O)(=O)c2cccc([N+](=O)[O-])c2)CC1	-0.8	1.7	1.4	5.8	6.3	-6.6	99.0	-2.2	-1.5	-2.3
CN(C)S(=O)(=O)c1ccc(N2CCCC2)c(C(=O)NNC(=O)c2ccccc2)c1	-2.7	1.0	3.5	5.4	-4.1	-5.3	93.0	-2.5	-0.4	9.5
COc1ccc(N(CC(=O)Nc2cccc3ccccc23)S(C)(=O)=O)c(OC)c1	-0.8	-2.6	0.0	0.8	9.1	-5.0	88.0	-3.4	3.2	-0.4
O=C(COC(=O)CCC(=O)c1cccs1)NC(=O)c1ccc(OC(F)F)cc1	-0.8	1.1	-1.4	3.6	14.0	-16.2	100.0	-4.6	-1.0	-6.3
COc1cc(/C=C(\C#N)c2ccccn2)ccc1OCC(=O)Nc1c(Cl)cccc1Cl	-1.6	-0.4	-2.0	-2.8	4.5	-2.6	81.0	-5.7	15.1	7.7
